Screening data as filed in PubChem.
D1 agonist: agonists of human D1 dopamine receptor | activation, % at 2 µM | HEK293 T-REx D1 cells, calcium flux, agonist mode | 360,000 compounds, 1% hits | P21728; further: 0% is about no effect
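Tetracycline-induced HEK293 TREx D1 cells, force-coupled to calcium signalling, were dye-loaded with a no-wash calcium kit. Compound was pin-added after a 10 s baseline. Fluorescence was read kinetically at 1 cycle/s for 180 s, with calcium rises flagged as agonism.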
TRHR agonist: agonists of human TRH receptor; TRHR cells, calcium flux fluo-8, FDSS agonist mode; 360,000 compounds, 0.18% hits; P34981; activation, % at 2 µM; further: 0% is about no effect
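Fluo-8-loaded TRHR cells; 10 s baseline, compound added, kinetic Ca2+ fluorescence read 1/s, agonist mode.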
D2 agonist: D2 dopamine receptor (human) agonism; P14416; HEK293 T-REx D2 cells, calcium flux agonist mode; activation, % at 2 µM; 340,000 compounds, 0.53% hits; AID 485358;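 active means activation over 3 SD above normal in the single-dose calcium agonist read, cut at about 30% in these data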; further: 0% is about no effect
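In this primary screen, compounds producing a positive calcium signal within 180 s of addition to tetracycline-induced, force-coupled HEK293 Trex D2 cells are flagged; cells are dye-loaded with a no-wash calcium kit beforehand.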
TRHR enhancer: allosteric enhancers of human TRH receptor; TRHR cells, fluo-8 calcium fluorescence, EC20 TRH enhancement; enhancement, % at 2 µM; 360,000 compounds, 0.66% hits; AID 493056; in the data active means enhancement above about 30%; further: 0% is about no effect
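TRHR-expressing cells loaded with fluo-8 calcium dye were read kinetically (ex 480/em 530) during compound addition, then stimulated with an EC20 of TRH (10 nM final). Enhancement of the Gq-mediated intracellular calcium response was scored.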
D1 potentiator: enhances dopamine response at the human D1 receptor | P21728 | HEK293 TREx D1 cells, calcium flux, dopamine EC20 potentiation | potentiation, % at 10 µM | 360,000 compounds, 0.036% hits | AID 504651; in the data active means potentiation above about 30%; further: 0% is about no effect
D1 antagonist: antagonists of human D1 dopamine receptor; P21728; HEK293 TREx D1 cells, calcium flux, dopamine EC80; active compounds read low; activity change, negative = inhibition, % at 10 µM; 360,000 compounds, 3.2% hits; in the data active means activity change below about -30%; further: on the % scale 0 is the no-effect control and ±100 the full control effect
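Cells carrying a force-coupled, tetracycline-inducible human D1 receptor report calcium flux. Each well gets a 10 s baseline, compound with 180 s monitoring, then an EC80 dopamine stimulus with a second 180 s kinetic read.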
RXFP1 antag: antagonists of human relaxin receptor RXFP1. Q9HBX9. HEK293-RXFP1, relaxin-stimulated cAMP HTRF, 30 min; active compounds read low. activity change, negative = inhibition, % at 57.5 µM. 350,000 compounds, 0.59% hits. AID 1259400;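 active means activity change of -60% or lower, but not beyond a set lower limit; inconclusive means change between -60% and -40%, or beyond the set limit; inactive means change above -40%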; further: on the % scale 0 is the no-effect control and ±100 the full control effect
Target sequence (Q9HBX9 whole entry, looked up): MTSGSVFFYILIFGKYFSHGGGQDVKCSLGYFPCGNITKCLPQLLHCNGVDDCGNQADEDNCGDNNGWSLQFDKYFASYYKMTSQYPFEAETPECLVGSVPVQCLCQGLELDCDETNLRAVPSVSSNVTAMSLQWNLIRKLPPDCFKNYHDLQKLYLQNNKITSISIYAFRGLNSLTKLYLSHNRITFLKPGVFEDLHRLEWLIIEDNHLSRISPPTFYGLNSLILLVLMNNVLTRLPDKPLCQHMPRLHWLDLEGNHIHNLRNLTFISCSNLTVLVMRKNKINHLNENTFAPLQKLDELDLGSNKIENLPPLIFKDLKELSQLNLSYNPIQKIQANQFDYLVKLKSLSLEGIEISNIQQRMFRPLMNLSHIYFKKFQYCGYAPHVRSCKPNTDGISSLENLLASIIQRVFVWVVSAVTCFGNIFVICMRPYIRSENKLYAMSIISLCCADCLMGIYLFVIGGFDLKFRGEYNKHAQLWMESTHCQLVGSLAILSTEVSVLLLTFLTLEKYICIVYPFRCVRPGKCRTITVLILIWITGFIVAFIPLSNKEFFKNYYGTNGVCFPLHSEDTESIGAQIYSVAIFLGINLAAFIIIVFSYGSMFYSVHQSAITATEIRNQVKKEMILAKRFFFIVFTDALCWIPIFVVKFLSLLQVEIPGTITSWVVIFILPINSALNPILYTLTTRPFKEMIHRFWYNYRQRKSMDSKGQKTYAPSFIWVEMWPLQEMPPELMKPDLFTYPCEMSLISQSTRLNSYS
D2 PAM: D2 dopamine receptor (human) potentiation | P14416 | AID 485347 | potentiation, % at 10 µM | 340,000 compounds, 0.34% hits | HEK293 T-REx D2, calcium flux, EC20 dopamine potentiation;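 active means potentiation over 3 SD above the plate norm, cut at about 30% in these data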; further: 0% is about no effect
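Potentiation of an EC20 dopamine calcium response is measured in a force-coupled, tetracycline-inducible Hek293 Trex D2 line. Compound-only kinetic reads over 180 s flag agonists before dopamine addition.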
D2 antag: D2 dopamine receptor (human) antagonism | P14416 | HEK293 TREx D2 cells, calcium flux, dopamine EC80 | inhibition, % at 10 µM | 340,000 compounds, 2% hits; in the data active means inhibition above about 30%; further: 0% is about no effect
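Calcium mobilization kinetics were recorded at 1 s intervals in tetracycline-induced HEK293 T-REx D2 cells, first for 180 s after compound addition and then 180 s after EC80 dopamine.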
* hit, by the source's call; ? = inconclusive; . = not tested or not shown; & = joins results of further samples. Unless noted, no stated cut-off is given here; in the data, active means activation above about 30%; inactive means the rest.

SMILES	D1 agonist	TRHR agonist	D2 agonist	TRHR enhancer	D1 potentiator	D1 antagonist	RXFP1 antag	D2 PAM	D2 antag
CN(C(=O)c1cc(C(=O)N(C)c2ccccc2)cc([N+](=O)[O-])c1)c1ccccc1	0	-0.6	0.3	-11	-6	-11	6	6	9
CC(C)CNC(=O)c1cccc(NC(=O)CCc2ccccc2)c1	0	-0.6	1.0	-20	-8	-2	1	-1	9
CCCCNC(=O)c1ccc(NS(=O)(=O)c2ccccc2)cc1	-1	-0.2	-0.1	2	1	-13	.	2	-3
CCC(=O)Nc1ccc(C(=O)COC(=O)c2sc(C)nc2C)cc1	3	0.1	-0.2	8	-5	22	9	7	-1
COc1ccc(CNC(=O)C2CCN(S(=O)(=O)Cc3ccccc3)CC2)cc1	2	-0.9	-1.5	-1	0	1	-11	9	.
COCCNC(=O)CSc1nnc(CCCN2C(=O)c3cccc4cccc(c34)C2=O)n1-c1ccccc1	1	-1.0	0.2	4	-8	1	-4	16	3
COc1ccc(S(=O)(=O)Nc2c(C)cccc2C)cc1-n1cnnn1	2	-0.7	-0.2	-5	-9	0	0	5	-25
Cc1ccc(CC(=O)Nc2nccs2)cc1C	5	-0.6	0.1	32*	-4	-2	-15	7	-22
CC(/C=N\NC(=O)c1ccc(C)nc1)=C\c1ccccc1	1	0.3	0.5	-1	-2	6	15	-28	10
Cc1cccc(C(=O)Nc2ccccc2C(=O)NCc2cccnc2)c1	-1	-0.9	0.2	7	-3	-29	-2	-2	4
COc1ccc(C)c2sc(N(Cc3cccnc3)C(=O)CCc3ccccc3)nc12	4	0.6	.	-1	3	.	-30	13	.
O=[N+]([O-])c1cnc(Nc2ccccc2)nc1Nc1ccccc1	4	0.4	-1.4	5	-5	-11	14	2	-23
O=C(COC(=O)c1cc(F)cc(F)c1)Nc1cccnc1Cl	0	0.4	0.3	3	0	-8	-14	24	0
Nc1n[nH]c2cccc(Cl)c12	2	0.4	0.4	11	0	2	-1	-3	2
CN(C)c1c2ccccc2nc2c(F)c(F)c(F)c(F)c12	2	0.2	0.0	-5	2	3	0	.	-2
CN1CCN(c2nc(-c3ccccc3)ncc2S(=O)(=O)c2ccccc2)CC1	3	-1.7	-0.7	1	-19	0	-15	-22	54*
COC(=O)c1sccc1NC(=O)CSCCc1ccncc1	9	1.2	.	1	-7	-5	5	1	.
Cc1cc(C)cc(-c2nnc(SCC(=O)c3c(N)n(C4CC4)c(=O)[nH]c3=O)o2)c1	7	0.1	-0.1	9	-4	0	10	-10	4
CC1CCN(C(=O)CN2C(=O)NC3(CCCc4ccccc43)C2=O)CC1 (stereo not drawn)	5	-0.2	-0.9	16	0	-5	-5	3	-4
O=C(c1ccc(-n2cncn2)c([N+](=O)[O-])c1)N1CCN(S(=O)(=O)c2c(F)cccc2F)CC1	1	0.1	0.1	-6	1	-4	-16	-2	-11
Cc1c(C(=O)N2CCc3ccccc32)oc2ccccc12	1	-1.5	13	0	-4	6	-20	-12	-2
CC(=O)N1CCN(c2ccc(Oc3ccc([N+](=O)[O-])c(C(F)(F)F)c3)cc2)CC1	19	0.0	1.2	-6	-8	-19	?	-10	4
O=C(N/N=C/c1cccc(O)c1)NC1CCCCC1	1	0.8	1.9	3	2	6	-3	1	6
CC(C)C(=O)N1CCN(c2nc(-c3ccccc3)c3c(c2C#N)CCCC3)CC1	7	-1.2	0.4	-2	-3	4	9	-3	3
Cc1cc(C(=O)COC(=O)CN=C2NS(=O)(=O)c3ccccc32)c(C)n1CCc1ccc(Cl)cc1	3	0.3	0.5	0	-3	-3	-2	2	-1

6 entries out of the list above, sorted by the number in RXFP1 antag, lowest first:
structure,D1 agonist,TRHR agonist,TRHR enhancer,D1 potentiator,D1 antagonist,RXFP1 antag,D2 PAM,D2 antag
O=C(c1ccc(-n2cncn2)c([N+](=O)[O-])c1)N1CCN(S(=O)(=O)c2c(F)cccc2F)CC1,1,0.1,-6,1,-4,-16,-2,-11
O=C(COC(=O)c1cc(F)cc(F)c1)Nc1cccnc1Cl,0,0.4,3,0,-8,-14,24,0
O=C(N/N=C/c1cccc(O)c1)NC1CCCCC1,1,0.8,3,2,6,-3,1,6
Cc1cc(C(=O)COC(=O)CN=C2NS(=O)(=O)c3ccccc32)c(C)n1CCc1ccc(Cl)cc1,3,0.3,0,-3,-3,-2,2,-1
CC(C)CNC(=O)c1cccc(NC(=O)CCc2ccccc2)c1,0,-0.6,-20,-8,-2,1,-1,9
COC(=O)c1sccc1NC(=O)CSCCc1ccncc1,9,1.2,1,-7,-5,5,1,.

(next part)
SMILES	D1 agonist	TRHR agonist	D2 agonist	TRHR enhancer	D1 potentiator	D1 antagonist	RXFP1 antag	D2 PAM	D2 antag
CCCCc1cc(=O)oc2cc(OCC(=O)NCc3ccccn3)c(Cl)cc12	4	-0.8	0.2	-4	16	4	-1	-1	0
CN1C(=O)C(=C2CCCCCC2)SC1=S	1	-0.1	-0.1	2	11	9	0	2	-17
CCOCCCNC(=O)CCC(=O)NNc1nc2ccccc2c2nc(C)nn12	-1&2	-0.6&-0.4	0.1&-0.2	2&-9	-6&-2	-2&-6	-1	-3&5	16
CC(=O)Nc1ccc(-c2sc(Nc3ccccc3)n[n+]2C)cc1	1	0.4	-1.1	2	-2	-5	.	-8	-3
COc1ccc(NC(=S)Nc2cccc(C)n2)cc1	4	0.6	.	4	5	-20	15	-3	.
CC1Cc2ccccc2N1C(=O)C1CC(=O)N(c2ccccc2)C1 (stereo not drawn)	0	0.8	0.1	7	-7	-6	5	-11	-5
CCn1cc(C(=O)NCC2CCCO2)c2cc(OC)c(OC)cc2c1=O (stereo not drawn)	2	0.1	.	6	-2	-13	-4	1	.
NC(=O)c1ccc(C(=O)N/N=C(/Cc2ccccc2)c2ccccc2)cc1	2	-1.1	-0.4	7	11	6	-10	2	4
Cc1cc(NC(=O)CSc2nnc(Cc3ccccc3)n2C)no1	-2	1.6	-0.3	-4	-5	5	-3	0	5
O=C1CC(C(=O)N2CCOCC2)C2(CCCCC2)O1 (stereo not drawn)	4	0.3	1.1	2	-5	-1	-6	-1	0
Cc1noc(C)c1CSc1nnc(-c2ccccc2)n1Cc1ccco1	3	-0.6	-0.7	9	-7	-18	-4	-17	16
CCc1ccc(-n2nc3ccc(NC(=O)c4ccc(C#N)cc4F)cc3n2)cc1	0	0.9	-0.2	-6	-4	6	.	-5	.
CCCNC(=O)CCn1nc(-c2ccccc2)c2ccccc2c1=O	1&0	-0.6&-0.9	-0.4&-0.5	-7&6	-8&-2	1&-6	1&-6	-14&0	13
CC(=O)N/N=C(\C)c1ccc2c(c1)OCCO2	2	-0.2	1.8	1	16	4	3	-2	11
CC(=O)Nc1nc2c(ncn2COCCOC(C)=O)c(=O)[nH]1	1	0.3	1.7	4	-3	9	.	6	-10
CC(=O)c1cccc(CN2CCC(CO)(CCCc3ccccc3)CC2)c1	16	1.1	0.7	-11	-6	20	-19	8	-23
CCN(CC(=O)NCc1ccc(Cl)cc1)C(=O)Cc1ccc(OC)cc1	-3	-0.4	-0.2	2	-3	11	-10	2	-7
CCOC(=O)c1oc2ccccc2c1COC(=O)CNC(=O)c1ccccc1OC	5	-0.2	-0.3	-11	-8	-6	4	4	-6
O=C(Nc1cccc(Br)c1)c1cc(S(=O)(=O)N2CCCCC2)c[nH]1	2	-0.1	0.2	10	-5	-2	?	7	.
O=C(NCCOc1ccccc1)c1ccccc1NC(=O)C1CCCO1 (stereo not drawn)	1	-0.3	.	9	4	-10	-7	.	.
Cc1ccc(N(C(=O)CNC(=O)c2ccco2)C(C(=O)NC2CCCC2)c2cccnc2)cc1C (stereo not drawn)	0	0.4	0.2	-4	0	-19	7	-4	-20
COc1ccc(OC)c(/C=C/C(=O)N2CCN(S(=O)(=O)c3cc(C)ccc3C)CC2)c1	1	0.0	-0.8	-3	-2	1	1	13	7
Cc1[nH]nc2nc(SCC(=O)NCC3CCCO3)n(-c3ccc(Br)cc3)c(=N)c12 (stereo not drawn)	1	-1.1	0.0	-3	-7	9	-12	-5	2
CN(C(=O)CSc1ncccc1C(=O)O)c1ccccc1	2	1.0	0.2	-4	-4	-10	-21	-4	7
COCCNC(=O)c1ccccc1NC(=O)c1ccccc1N(C)S(=O)(=O)c1ccccc1	0	-0.6	0.2	10	-5	3	-5	-3	10

Just D2 antag and D2 agonist, for some of the entries so far:
Structure,D2 antag,D2 agonist
COc1ccc(OC)c(/C=C/C(=O)N2CCN(S(=O)(=O)c3cc(C)ccc3C)CC2)c1,7,-0.8
Cc1[nH]nc2nc(SCC(=O)NCC3CCCO3)n(-c3ccc(Br)cc3)c(=N)c12 (stereo not drawn),2,0.0

(list continues)
SMILES	D1 agonist	TRHR agonist	D2 agonist	TRHR enhancer	D1 potentiator	D1 antagonist	RXFP1 antag	D2 PAM	D2 antag
Cc1ccc(S(=O)(=O)N2CCOC2CNC(=O)C(=O)NCc2ccncc2)cc1 (stereo not drawn)	1	0.3	-0.3	0	0	11	-9	-4	3
Cc1c(NC(=O)c2cccs2)cccc1-c1nc2ccccc2s1	13	1.5	0.6	1	-2	-9	-21	-15	-17
COc1ccc(CC(CC(=O)O)C(=O)Nc2ccc(OC)cc2)cc1 (stereo not drawn)	5	-0.1	-0.4	1	-6	1	-3	6	-3
COc1cc(/C=C(\C#N)C(=O)Nc2cccc3ncccc23)ccc1O	9	4.3	4.5	-1	1	13	.	2	-10
CCOC(=O)C(=O)Nc1ncc(Cl)s1	3	0.2	0.1	-4	-3	-1	-5	-4	-11
COc1ccc(NC(=O)NNC(=O)c2cc3occc3n2C)c(OC)c1	2	-0.3	4.6	2	-6	-6	-15	-9	1
COc1ccc(S(=O)(=O)N(C)c2ccc(C(=O)NCc3ccco3)cc2)cc1OC	3	-1.0	0.1	2	5	2	-10	16	-8
